# MITF inh – inhibitors of human MITF | AlphaScreen MITF homodimerization, bead proximity signal | actives 0.91% (n = 650,000) | O75030 | inhibition, % at 2.6 µM | AID 1259374; in the data active means inhibition above about 50%;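 further: 0% = vehicle wells with protein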
# GPR151 activ – activators of human GPR151 | Q8TDV0 | PathHunter beta-arrestin GPR151 cells, luminescence | activation, % at 11.2 µM | actives 1% (n = 650,000); in the data active means activation above about 4.9%;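 further: 0% = median of compound wells and 100% = cells with positive control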
# Target sequence (Q8TDV0 whole entry, looked up): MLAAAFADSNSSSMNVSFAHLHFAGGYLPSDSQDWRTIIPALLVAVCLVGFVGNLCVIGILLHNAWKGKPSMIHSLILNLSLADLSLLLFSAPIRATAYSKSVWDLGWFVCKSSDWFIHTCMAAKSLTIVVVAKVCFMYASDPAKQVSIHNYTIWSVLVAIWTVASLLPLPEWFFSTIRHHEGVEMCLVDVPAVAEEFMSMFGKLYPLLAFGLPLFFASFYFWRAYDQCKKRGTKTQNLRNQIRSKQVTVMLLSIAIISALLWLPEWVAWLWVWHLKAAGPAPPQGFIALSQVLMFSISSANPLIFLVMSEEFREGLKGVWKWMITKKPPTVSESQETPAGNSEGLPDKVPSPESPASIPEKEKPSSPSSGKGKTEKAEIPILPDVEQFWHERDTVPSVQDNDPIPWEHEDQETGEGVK
# TEAD-YAP block – TEAD-YAP interaction inhibition | HEK-TIYL cells, TEAD-Gal4/YAP UAS-luciferase luminescence | inhibition, % at 9.12 µM | actives 1.4% (n = 640,000) | AID 1259422; in the data active means inhibition above about 32%;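 further: 0% = median of test compound wells and 100% = reference inhibitor wells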
# FBW7 act – activators of human E3 ligase FBW7. Q969H0. AlphaScreen FBW7–phospho-cyclin E peptide binding, activator screen. normalized activity (activation), % at 26.1 µM. actives 0.13% (n = 650,000); in the data active means normalized activity above about 1.9%;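 further: purified mutant Fbw7 with reduced substrate affinity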
# Target sequence (Q969H0 whole entry, looked up): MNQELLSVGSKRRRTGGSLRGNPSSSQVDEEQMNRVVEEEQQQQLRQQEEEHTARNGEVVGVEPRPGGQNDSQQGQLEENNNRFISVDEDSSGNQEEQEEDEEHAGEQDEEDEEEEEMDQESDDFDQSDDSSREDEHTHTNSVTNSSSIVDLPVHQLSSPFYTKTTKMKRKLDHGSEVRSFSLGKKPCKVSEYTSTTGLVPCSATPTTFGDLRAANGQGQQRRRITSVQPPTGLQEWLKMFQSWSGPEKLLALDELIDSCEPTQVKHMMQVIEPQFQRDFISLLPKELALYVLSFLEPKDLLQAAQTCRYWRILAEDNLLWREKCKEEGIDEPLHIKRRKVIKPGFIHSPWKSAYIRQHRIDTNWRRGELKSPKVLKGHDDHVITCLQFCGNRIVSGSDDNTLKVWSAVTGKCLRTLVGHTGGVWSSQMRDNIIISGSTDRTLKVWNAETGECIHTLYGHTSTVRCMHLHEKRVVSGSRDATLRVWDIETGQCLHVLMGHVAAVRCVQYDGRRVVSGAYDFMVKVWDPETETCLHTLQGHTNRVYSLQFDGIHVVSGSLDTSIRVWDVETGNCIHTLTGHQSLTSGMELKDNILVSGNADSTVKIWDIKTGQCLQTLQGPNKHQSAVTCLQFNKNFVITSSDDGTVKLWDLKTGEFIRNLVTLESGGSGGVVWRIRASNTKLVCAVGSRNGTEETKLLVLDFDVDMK
# Starred values were filed as active, the others as inactive; . = no result given. Compounds were not picked by outcome. Share with any hit: about 3.4%.
SMILES,MITF inh,GPR151 activ,TEAD-YAP block,FBW7 act
Cn1c(C(=O)OCC(=O)NCc2cccs2)cc2occc21,18.0,-0.9,0.9,0.0
COc1cc(/C=C2\CN(C)Cc3c2nc2ccccc2c3C(=O)O)cc(OC)c1OC,2.5,-0.1,4.3,0.0
O=C(NCc1ccccc1)N(Cc1nc2ccccc2c(=O)[nH]1)Cc1cccs1,12.2,-0.3,-2.1,0.4
CC(=O)N1CCCc2cc(S(=O)(=O)NC3CCCCC3)ccc21,1.3,0.2,-9.3,0.0
O=C(Nc1cc([N+](=O)[O-])ccc1Cl)c1ccco1,1.3,-0.4,2.5,-0.2
CCOc1cc(C(=S)N2CCOCC2)ccc1OC,14.7,-1.2,1.6,-0.1
COc1cccc(Oc2nc3ncn(Cc4ccccc4)c3c(=O)n2C)c1,-25.1,0.4,-10.3,0.0
C1=CC2=CC=CC3c4nc5ccccc5nc4C(=C1)C23 (stereo not drawn),-14.1,-0.4,-2.3,-0.2
Cc1cc(C)nc(NC(=O)C(C)(C)Oc2ccc(Cl)cc2)n1,1.6,0.5,2.5,0.1
CN(C)C(=O)C1C2NC(=S)N(c3ccc(Br)cc3)C1(C)Oc1c(Cl)cc(Cl)cc12 (stereo not drawn),20.2,0.9,0.7,-0.2
Cc1ccc(S(=O)(=O)NCC2(c3ccccc3)CCCC2)cc1,-5.3,-0.7,-0.6,-0.2
O=C(Nc1n[nH]c(=S)s1)c1ccco1,3.4,-0.2,-8.4,-0.1
CCOC(=O)c1c(NC(=O)CSc2n[nH]c(-c3ccncc3)n2)sc2c1CCCC2,6.3,-0.5,12.8,0.0
O=C(CSc1nnc(-c2cccnc2)n1-c1ccc(Br)cc1)c1c[nH]c2ccccc12,11.2,0.0,-15.2,-0.1
COc1ccc(NC(=S)NNC(=O)c2ccco2)c(OC)c1,7.5,-0.4,-23.8,0.0
COc1ccccc1NC(=O)NCC(c1ccc2c(c1)CCCN2C)N1CCN(C)CC1 (stereo not drawn),-2.9,0.9,-10.4,-0.1
Cc1ccc(C(=O)CCN2CCC(c3ccccc3)C2)cc1 (stereo not drawn),-0.6,-0.8,1.9,-0.1
COC(=O)c1c(C)cc(OC(C)=O)c(C)c1OC(C)=O,5.5,-1.0,-2.7,0.1
CCCNC(=O)c1csc(Nc2ccncc2)n1,14.7,0.2,-2.5,0.2
Cc1cnc(C(=O)N[C@H](Cn2nc(-c3cccs3)ccc2=O)C(C)C)cn1,12.9,-1.0,0.3,0.2

# Structural class: the compounds so far containing a Cl atom.
SMILES,MITF inh,GPR151 activ,TEAD-YAP block,FBW7 act
O=C(Nc1cc([N+](=O)[O-])ccc1Cl)c1ccco1,1.3,-0.4,2.5,-0.2
Cc1cc(C)nc(NC(=O)C(C)(C)Oc2ccc(Cl)cc2)n1,1.6,0.5,2.5,0.1
CN(C)C(=O)C1C2NC(=S)N(c3ccc(Br)cc3)C1(C)Oc1c(Cl)cc(Cl)cc12 (stereo not drawn),20.2,0.9,0.7,-0.2

# The list continues:
SMILES,MITF inh,GPR151 activ,TEAD-YAP block,FBW7 act
COc1ccc(/C=N/NC(=O)c2cc(-c3ccc(F)cc3)n[nH]2)cc1,5.4,0.8,7.0,0.4
O=C(NCCc1nc(CCN2C(=O)c3ccccc3C2=O)n[nH]1)c1ccccc1,7.7,0.7,2.1,-0.1
COc1ccc(CCNc2cc(Nc3ccncn3)nc(N)n2)cc1,2.2,2.8,0.4,-0.1
CCCNc1nc(-c2cccs2)nc2nc[nH]c12,-0.4,-2.2,12.4,0.0
COc1cccc(C(=O)NCc2nnc(SCC(=O)N3N=C(c4cccs4)CC3c3ccc(F)cc3)n2C)c1 (stereo not drawn),17.5,0.3,4.3,0.3
COC(=O)c1c(NC(=O)c2nn3c(C(F)(F)F)cc(-c4cccs4)nc3c2Br)sc2c1CCC(C(C)(C)C)C2 (stereo not drawn),25.4,-0.2,1.9,0.1
O=C(NCc1ccccc1)C1(c2ccc([N+](=O)[O-])cc2)CCCC1,17.6,1.5,-1.4,0.1
O=C(NN=C1CCCCC1)c1ccccc1[N+](=O)[O-],-8.0,0.9,-10.1,-0.1
COc1ccccc1CCNC(=O)[C@@H]1C[C@H](n2cnnn2)CN1CC1CCCCC1,7.6,-1.6,7.9,-0.1
Cn1c(SCC(=O)c2ccc(F)cc2)nnc1-c1ccc2c(c1)OCO2,-11.1,1.3,-16.5,0.1
O=C(O)CCC(=O)Nc1cccc(-c2nnc(-c3ccccc3)o2)c1,3.4,5.0*,-6.1,-0.3
COc1ccc(NC(=O)c2ccccc2Br)c(OC)c1,11.3,0.9,-1.8,-0.1
CCN1CCN(c2ncnc3sc4c(c23)CCC4)CC1,49.5,0.5,-10.3,-0.1
Cc1ccccc1C1=N/C(=C/c2cccs2)C(=O)O1,4.0,0.7,-3.1,-0.1
CCn1c(SCC(=O)Nc2ccc3c(c2)OCCO3)nnc1C1CC1,3.4,1.4,4.9,-0.2
O=C(COc1ccccc1)Nc1cc(NC(=O)COc2ccccc2)cc(C(=O)O)c1,-5.3,0.2,-1.9,-0.1
CCOc1ccc(N/C(SCc2ccc(C)cc2)=C(/C#N)C(=O)Nc2ccccc2)cc1,-26.7,1.3,0.9,-0.2
Cc1nn(-c2ccccc2)nc1CNC(=O)c1ncoc1-c1ccccc1,-8.3,1.5,-6.6,0.1
Cn1c(O)c(C=Nc2ccc(Cl)c(C(=O)O)c2)c(=O)n(C)c1=O,5.2,0.9,-0.3,0.1
CC12CCC(C(=O)Nc3nc4ccc(Br)cc4s3)(OC1=O)C2(C)C (stereo not drawn),-1.2,2.8,-44.0,0.1

# Next part, overlapping the part above by 4 compounds.
SMILES,MITF inh,GPR151 activ,TEAD-YAP block,FBW7 act
CCOc1ccc(N/C(SCc2ccc(C)cc2)=C(/C#N)C(=O)Nc2ccccc2)cc1,-26.7,1.3,0.9,-0.2
Cc1nn(-c2ccccc2)nc1CNC(=O)c1ncoc1-c1ccccc1,-8.3,1.5,-6.6,0.1
Cn1c(O)c(C=Nc2ccc(Cl)c(C(=O)O)c2)c(=O)n(C)c1=O,5.2,0.9,-0.3,0.1
CC12CCC(C(=O)Nc3nc4ccc(Br)cc4s3)(OC1=O)C2(C)C (stereo not drawn),-1.2,2.8,-44.0,0.1
COc1ccc(OC)c(N=c2ssnc2Cl)c1,8.0,6.0*,-2.8,-0.3
c1nc(NCC2(N3CCOCC3)CCCCC2)c2ccsc2n1,-1.9,0.9,-6.5,-0.1
CN(N=Nc1ccc([N+](=O)[O-])cc1)c1ccc([N+](=O)[O-])cc1,8.9,-0.7,0.9,-0.1
Cn1c(SCC(=O)Nc2ccc(F)cc2)nnc1-c1ccc(N)cc1,-1.5,2.2,0.8,-0.2
C=CCn1c(SCC(=O)Nc2cccc(Br)c2)nnc1-c1ccco1,22.6,1.1,-5.6,0.3
O=C(Nc1ccc(F)c(F)c1)c1oc2ccccc2c1NC(=O)C1CC1,15.1,3.4,10.6,0.1
CS(=O)(=O)N(CC(=O)Nc1ccc(F)c(Cl)c1)c1cccc([N+](=O)[O-])c1,-10.7,-0.2,-1.2,-0.2
Cc1ccc(NC(=O)c2c(O)c3c([nH]c2=O)CCCC3)nc1,6.4,-1.8,-14.4,0.0
COc1ccc(SCCC(=O)Nc2ccc(Br)cc2)cc1,-8.4,5.2*,11.2,0.5
Cc1nn(C)c(C)c1-c1cc(Nc2ccc(Oc3ccccc3)cc2)nc(N)n1,39.7,-0.9,54.0*,0.2
C=CCOc1ccc(C2C(C(=O)OCC)=C(C)N=c3s/c(=C\c4cc(OC)ccc4OC)c(=O)n32)cc1OCC (stereo not drawn),-9.9,1.7,-5.3,-0.1
Cc1ccsc1CN1CCc2nnc(C(C)NC(=O)C3CCOCC3)n2CC1 (stereo not drawn),13.2,-0.7,1.7,0.7
CSc1ccc(CN2CCC(n3nccc3NC(=O)C3CCOC3)CC2)cc1 (stereo not drawn),1.4,-0.2,-4.9,-0.1
CCOc1cc(CNC(C)(C)CO)cc(Br)c1OC(C)C,-10.4,1.9,4.1,-0.1
COC(=O)c1ccc(NC(=O)C2(S(=O)(=O)c3ccc(Cl)cc3)CC2)cc1,-5.5,0.7,-2.1,-0.1
COc1ccc(CNC2CC(=O)N(c3ccc(F)cc3)C2=O)cc1 (stereo not drawn),-3.7,0.0,-3.4,-0.1
COc1ccc(C(=O)Nc2ccccc2C(=O)Nc2ccc(C(=O)O)cc2)cc1,-1.8,0.2,-0.1,0.0
COc1ccc(C(=O)Nc2ccc(-c3cn4cccnc4n3)cc2)cc1OC,2.6,-0.1,-3.0,0.0
COc1ccc(Nc2ncnc3c2c(-c2ccccc2)cn3-c2ccc(C)cc2)cc1OC,3.3,0.3,-8.3,-0.2
c1cncc(CN2CCc3nc(-c4ccncc4)nc(N4CCCC4)c3C2)c1,3.8,1.1,2.3,0.0
Cc1ccc(C(=O)Nc2c3c(nn2-c2cccc(C)c2C)CSC3)cc1C,-6.9,2.5,-4.5,0.0
CC[C@@H](C)[C@H]1O[C@]2(CC[C@@H]1C)C[C@@H]1C[C@@H](C/C=C(\C)C(O[C@H]3C[C@H](OC)C(O[C@H]4C[C@H](OC)[C@@H](O)[C@H](C)O4)[C@H](C)O3)[C@@H](C)/C=C/C=C3\CO[C@@H]4[C@H](O)C(C)=C[C@@H](C(=O)O1)[C@]34O)O2 (stereo partly drawn) (tested in a mixture with another compound),5.6,-1.4,.,0.0
CC1(C)Cc2ccccc2C(NNC(=O)C(F)(F)C(F)F)=N1,0.6,1.4,8.0,-0.1
COCCNC(=S)N1CCN(c2ccccc2OC)CC1,-2.2,12.1*,-9.0,-0.1
COCCNS(=O)(=O)c1ccc2c(c1)n(C)c(=O)n2C,3.0,1.1,1.3,0.4
CC12N=NCC1C(=O)N(c1ccc(F)cc1)C2=O (stereo not drawn),8.2,-0.7,-4.3,0.3
CC1CCN(C(=O)CSc2nc3ccccc3n2CC(=O)N(C)C)CC1,-1.7,0.7,9.9,0.0
O=C(COc1ccc(Cl)cc1)Nc1nc(-c2ccccc2)cs1,-1.0,0.7,0.6,0.1
Brc1ccc(Cc2nc3ccc(-c4ccncc4)cc3[nH]2)cc1,23.9,0.7,9.4,0.1
COc1ccc(CC(=O)Nc2nc(C)c(C(C)=O)s2)cc1,-9.0,-0.3,-9.8,-0.3
Cc1nc2cc(C(=O)NCc3cccnc3)ccc2n1-c1cccc(F)c1,4.5,-1.3,4.7,0.5
COc1ccc(CN=Cc2c(O)n(-c3ccc(Cl)cc3)c(=O)[nH]c2=O)cc1,15.9,-0.5,12.2,0.1
C=CCNC(=O)C(=O)N/N=C/c1ccc(OCC=C)cc1,7.2,-0.1,-3.8,0.1
CCCCOc1ccc(/C=N/N2CCN(C)CC2)cc1,15.6,-1.5,-7.9,0.0
CCOC(=O)Cn1c(=O)oc2cc(S(=O)(=O)NCCc3ccc(Cl)cc3)ccc21,-2.4,1.1,-10.2,0.0
COc1cc2nc(-c3ccccc3)nc(Nc3ccc(NC(C)=O)cc3)c2cc1OC,7.5,0.6,18.5,0.4
COc1cccc(-n2c(SCC(=O)N3CCCCCC3)nc3c(c2=O)SCC3)c1,20.4,-0.1,2.7,-0.1
COc1cccc(CN2CCN(C3CCN(C(C)=O)CC3)CC2CCO)c1 (stereo not drawn),-2.3,2.8,4.5,-0.1
COc1cc(C2Nc3ccccc3NC3=C2C(=O)CC(c2cccs2)C3)cc(Br)c1O (stereo not drawn),7.3,0.3,-0.9,0.1
CC(C)C[C@H]1NC(=O)[C@@H]2C[C@H](NC(=O)c3cnn(-c4ccccc4)c3C(F)(F)F)CN2C1=O,-11.4,-1.3,-13.4,0.3
O=C(NC1CC1)c1ccc(-c2cccc(C(=O)NC3CC3)c2)cc1,26.5,-1.4,-12.0,0.3
CCc1nnc(-c2cccc(OCC(=O)Nc3ccccc3)c2)o1,6.9,-0.9,0.8,0.1
CC(C)N(Cc1ccccc1)S(=O)(=O)c1cccc(C#N)c1,5.0,1.5,-6.5,0.2
COc1ccc(-c2ccc(C(=O)NCCc3ccc(O)cc3)s2)cn1,14.4,-6.7,-8.2,1.0
Nc1cc(-c2ccccc2)nn1S(=O)(=O)c1ccccc1,16.6,0.4,0.8,1.3
c1ccc(C2CC(c3cccs3)n3nnnc3N2)cc1 (stereo not drawn),-9.7,2.9,7.2,0.1
CCC(CC)NC(=O)CSc1ccccc1,3.4,-1.4,6.8,0.0
COc1ccc(NC(=O)C2CCC(Cn3c(=S)[nH]c4ccccc4c3=O)CC2)cc1 (stereo not drawn),-6.3,7.0*,-11.3,0.0
O=C(/C=C\c1ccccc1)Nc1c2c(nn1-c1ccccc1)CS(=O)(=O)C2,-8.1,0.5,-11.1,0.0
Cn1cnnc1SCc1nc(N)nc(Nc2ccccc2)n1,-0.1,0.5,-21.4,0.1
CC(C)C(=O)NC(=S)Nc1ccccc1Cl,10.6,0.5,-11.5,0.0
NC(=O)C1CCN(C(=O)c2ccc3c(=O)n(-c4ccccc4)c(SCC(=O)c4ccccc4)nc3c2)CC1,1.1,-0.7,14.3,0.0
COc1ccccc1-c1coc2cc(OC(=O)c3ccccc3C)ccc2c1=O,-2.3,-0.1,-8.4,-0.4
CCOc1cc(C2C(C(=O)OCCc3ccccc3)=C(C)NC3=C2C(=O)CC(C)(C)C3)cc(Cl)c1O (stereo not drawn),8.7,2.2,12.2,0.4
COC(=O)c1ccc2c(=O)n(NC(=O)c3cc(OC)c(OC)c(OC)c3)c(=S)[nH]c2c1,-128.2,0.5,3.7,-0.1
C[C@H](O)C(=O)N1CCCN(S(=O)(=O)c2cccc3cnccc23)CC1,10.5,0.8,0.8,-0.1
Cc1ccc(N2C(=O)c3cc(N4CCN(C)CC4)c([N+](=O)[O-])cc3C2=O)cc1,-4.2,-0.8,9.0,-0.1

# Assay outcomes from PubChem.
